PTHR1 ag: qHTS for PTHR1 Agonists: Primary Screen; Parathyroid hormone/parathyroid hormone-related peptide receptor (Homo sapiens), Q03431; HEK293 GP2 PTHR1 cells, GloSensor cAMP luminescence, 1 h; Potency, µM (titrated, usually from 115 µM), without a hit: at the top dose activation, hits mostly activators; 410,000 tested, 0.075% active; also: potency is read from the fitted curve at half-maximal effect; nearly all actives have a fitted effect of over 55% in size; some results filed as inactive show a strong effect at the top dose; inactives centre near -15; many of its hits are not listed in these tables
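HEK-293-derived GP2 cells expressing PTHR1 and a GloSensor cAMP reporter, 3,000/well, plated overnight, given luciferin plus IBMX (each 0.5 mM as added) for 1 h at 37 °C, then compound for 1 h at 37 °C. Luminescence was read after 15 min at room temperature.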
PI5P4Ka inh: qHTS for Inhibitors of phosphatidylinositol 5-phosphate 4-kinase (PI5P4K) | max response, % | 330,000 tested, 1.2% active | AID 652105, 2013 | PI5P4Kalpha enzyme, ADP-Glo luminescence, 60 min; stronger effect = lower value | Phosphatidylinositol 5-phosphate 4-kinase type-2 alpha (Homo sapiens), P48426; active = max response of -50% or lower; inconclusive = between -30% and -50%; inactive = -30% or higher; also: value at the top dose of about 77 µM; % is scaled to controls: 0 for no effect and ±100 for the full control effect
Target sequence (P48426 whole entry, looked up): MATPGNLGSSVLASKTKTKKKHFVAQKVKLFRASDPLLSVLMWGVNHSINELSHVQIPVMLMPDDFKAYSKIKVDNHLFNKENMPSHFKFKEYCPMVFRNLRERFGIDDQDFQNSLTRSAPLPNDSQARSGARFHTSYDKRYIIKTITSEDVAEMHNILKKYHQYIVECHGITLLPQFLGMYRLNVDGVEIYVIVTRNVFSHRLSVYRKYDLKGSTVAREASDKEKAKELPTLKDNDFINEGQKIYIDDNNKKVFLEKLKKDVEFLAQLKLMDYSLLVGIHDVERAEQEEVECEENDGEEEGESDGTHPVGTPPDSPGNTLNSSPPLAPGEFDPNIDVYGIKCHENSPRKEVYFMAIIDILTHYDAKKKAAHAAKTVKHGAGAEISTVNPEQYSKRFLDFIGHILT
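Single end-point luminescence (ADP-Glo) quantified ADP from PI5P4Kalpha turnover; ATP 5 microM final, 1 h at RT, 0.1% CHAPS and 0.28 mM EGTA in HEPES pH 7.4.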
GLP1R ag: qHTS of GLP-1 Receptor Agonists; AID 624172, 2012; 380,000 tested, 0.007% active; Potency, µM (series often up to 45.6 µM), inactives show at the top dose activation, actives largely listed as activators; HEK293 GLP-1R CRE-luciferase, luminescence, 4-6 h; cells express a hypersensitive GLP-1R form; also: potency is read from the fitted curve at half-maximal effect; % of control where 0% means no effect
Target sequence (P43220 whole entry, looked up): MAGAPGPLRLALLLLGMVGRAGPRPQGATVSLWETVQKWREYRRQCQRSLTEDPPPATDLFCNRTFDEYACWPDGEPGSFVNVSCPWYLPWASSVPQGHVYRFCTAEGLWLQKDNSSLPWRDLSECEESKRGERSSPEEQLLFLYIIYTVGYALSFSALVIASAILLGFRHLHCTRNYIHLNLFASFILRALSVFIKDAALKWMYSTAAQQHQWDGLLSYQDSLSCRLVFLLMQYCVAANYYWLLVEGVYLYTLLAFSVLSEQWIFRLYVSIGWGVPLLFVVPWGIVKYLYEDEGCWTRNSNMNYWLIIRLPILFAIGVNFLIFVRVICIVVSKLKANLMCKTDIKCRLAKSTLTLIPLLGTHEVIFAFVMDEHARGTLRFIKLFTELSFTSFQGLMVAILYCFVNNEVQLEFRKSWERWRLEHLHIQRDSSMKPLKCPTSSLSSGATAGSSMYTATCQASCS
HEK293 tox: qHTS of GLP-1 Receptor Inverse Agonists: Cytotox Screen; Potency, µM (series often up to 38.3 µM), inactives show at the highest dose activity change, negative = inhibition, hits mostly inhibitors; HEK293 cAMP-luciferase reporter cells, luminescence, 24 h; 410,000 tested, 0.13% active;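 also: loss of luciferase light is scored as toxicity; potency is read from the fitted curve at half-maximal effect; % is scaled to controls: 0 for no effect and ±100 for the full control effect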
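To flag toxic compounds, the library was rerun on cells for 24 hr at 37 deg C and 5% CO2. Viability-linked luminescence was captured 12 min after adding luciferase detection reagent.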
GLP1R inv ag: qHTS of GLP-1 Receptor Inverse Agonists (Inhibition Mode); Glucagon-like peptide 1 receptor (Homo sapiens), P43220; HEK293 GLP-1R CRE-luciferase, luminescence, 24 h; GLP-1R form is constitutively active; Potency, µM (top dose mostly 38.3 µM), without a hit: at the top dose activity change, negative = inhibition, usual class: inhibitors; 410,000 tested, 1.6% active; AID 624417, 2012; also: potency is read from the fitted curve at half-maximal effect; % is scaled to controls: 0 for no effect and ±100 for the full control effect; nearly all actives have a fitted effect of over 55% in size
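Assay principle: reduced luminescence from a cAMP-responsive reporter in HEK293 cells co-expressing a constitutively active GLP-1R. Conditions: 24 hr compound incubation, 37 deg C, 5% CO2.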
EPAC1 antagonist: qHTS for Antagonist of cAMP-regulated guanine nucleotide exchange factor 3 (EPAC1): primary screen. Potency, µM (doses to about 115 µM), for inactives: at the top dose activity change, negative = inhibition, usual class: inhibitors. 360,000 tested, 0.14% active. Rap guanine nucleotide exchange factor 3 (Homo sapiens), O95398. EPAC1 GEF assay, Rap1b-BODIPY-GDP exchange fluorescence;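 also: potency is read from the fitted curve at half-maximal effect; plate controls were vehicle for no effect and positive control for full effect; nearly all actives have a fitted effect of over 50% in size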
IL-2 act: qHTS of IL-2 Activators; 360,000 tested, 0.065% active; IL-2 activation reporter assay, cell-based qHTS; stimulated with anti-CD3/CD4/CD28 beads; in transgenic mouse T cells; activation, % (series mostly up to about 46 µM); AID 652025, 2013; in the data active = activation above about 50%; inconclusive = mostly about 30% to 49%; also: 0% is about no effect
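Unstimulated transgenic mouse T cells; 60-min compound exposure; bead-based TCR/CD4/CD28 stimulation; 18 h culture, 37 degrees C; dual fluorescence (EGFP, DsRed) plate cytometry.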
PLK1 PBD block: qHTS for Inhibitors of PLK1-PDB (polo-like kinase 1 - polo-box domain): Primary Screen; Plk1 PBD binding of FITC phosphopeptide, fluorescence polarization; AID 720504, 2013; Potency, µM, for the others: max response, negative = inhibition, hits mostly inhibitors; 360,000 tested, 2.8% active; Serine/threonine-protein kinase PLK1 (Homo sapiens), P53350; also: potency is read from the fitted curve at half-maximal effect; series mostly up to about 57 µM; % is scaled to controls: 0 for no effect and ±100 for the full control effect; nearly all actives have a fitted effect of over 65% in size
EPAC1 agonist: qHTS for Agonist of cAMP-regulated guanine nucleotide exchange factor 3 (EPAC1): primary screen | Rap guanine nucleotide exchange factor 3 (Homo sapiens), O95398 | EPAC1 agonist qHTS, biochemical assay; response scale: 100% = response to 6.5 mM cAMP | Potency, µM (doses to about 154 µM), without a hit: top-dose activation, hits mostly activators | 360,000 tested, 0.073% active | AID 720707, 2013; also: potency is read from the fitted curve at half-maximal effect; nearly all actives have a fitted effect of over 60% in size
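Fluorescent GDP-exchange assay: 100 nM EPAC1 with 250 nM Rap1B preloaded with BODIPY-GDP and 50 uM GDP; compounds tested as concentration series, 5 min at room temperature, then read every 5 min for 30 min (ex 480/em 540 nm); normalized to 6.5 mM cAMP.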
* hit, by the source's call; i = inactive; ? = inconclusive; . = no result given; & = joins results of further samples; [ ] = another dose, or the depositor's remark. Unless noted, calls follow the shape of the dose curve; as a rule, active = well fitted curve in the direction sought with a large enough effect; inconclusive = small, poorly fitted or top-dose-only effect, or another doubt; inactive = no such curve, though single readings can be large; an effect the other way counts as inactive or inconclusive.

SMILES	PTHR1 ag	PI5P4Ka inh	GLP1R ag	HEK293 tox	GLP1R inv ag	EPAC1 antagonist	IL-2 act	PLK1 PBD block	EPAC1 agonist
O=C1CCN(Cc2ccccc2)CCN1[C@H](CO)Cc1ccccc1	1%	-1	4%	-1%	10%	-5%	-0.6	-11%	-7%
COCCCNC(=O)CN(c1cc(C(F)(F)F)ccc1Cl)S(C)(=O)=O	i	5	0%	3%	8%	2%	-1.5	0%	-5%
CCCNS(=O)(=O)c1ccc(OCC(=O)NCc2ccc3c(c2)OCO3)cc1	i	0	6%	-1%	-23%	-12%	-0.7	-8%	-3%
CC(=O)Nc1ccc(S(=O)(=O)c2ccc(N)cc2)cc1	i	-6	10%	3%	8%	7%	0.6	0%	-27%
C[C@H](CO)N1C[C@H](C)[C@@H](CN(C)C(=O)Nc2ccccc2)Oc2ccc(NS(=O)(=O)c3ccc(F)cc3)cc2C1=O	i	0	-5%	-2%	17%	-2%	0.8	-5%	-12%
CC(=O)N(C)c1ccc(NC(=O)/C=C/c2ccccc2Cl)cc1	-10%	-2	-1%	-24%	?	-5%	1.2	0%	7%
Nc1ccc(S(=O)(=O)O)cn1	?	3&-1&-4	-1%&0%&7%	0%&-2%&-4%	3%&42%&1%	12%&5%&3%	-0.6&-3.1&-0.2	-6%&-9%&-7%	17%&8%&-5%
Cc1cccc(-n2c(Cc3cc(=O)[nH]c(=O)[nH]3)nnc2SCC(=O)NCc2ccco2)c1	-7%	2	-1%	-14%	1%	11%	-0.3	-10%	-2%
O=C(CN1CCOCC1)Nc1ccccc1Sc1ccccc1	i	3	7%	0%	7%	10%	-2.0	-1%	1%
Cc1cc(Oc2ccc(-c3nnc(-c4ccccc4)o3)cc2[N+](=O)[O-])ccc1Cl	-8%	1	4%	-13%	19%	-4%	0.4	-7%	-9%
Cc1onc(C(=O)/C=C/N(C)C)c1C(=O)Nc1nccs1	i	-2	0%	1%	11%	5%	-0.2	-6%	6%
COc1ccc(CCN(C)Cc2nc(Cc3ccc(OC)c(OC)c3)no2)cc1OC	i	0	?	4%	22%	-2%	0.6	-11%	9%
O=C(N/N=C/c1ccc([N+](=O)[O-])cc1)c1cccs1	i	-4	6%	-9%	2%	-5%	-0.6	-12%	-5%
CC1CCN(C(=O)COC(=O)C(C)N2C(=O)c3ccccc3C2=O)CC1 (stereo not drawn)	-37%[inhibitor]	-1	-1%	-10%	-25%	2%	0.5	-3%	10%
COc1ccc(S(=O)(=O)N(C)c2nc3ccccc3n3c(CC(C)C)nnc23)cc1	-18%	0	6%	0%	127%[activator]	6%	-2.2	-8%	-3%
Cc1ccc(NC(=O)CSc2nnc(-c3ccc(S(=O)(=O)N4CCOCC4)cc3)n2C)cc1	7%[57.5 µM]	.	-15%	4%	3%	0%	3.8	3%	0%
CCc1nnc2sc(-c3ccc(NC(=O)CSc4ccc(Cl)cc4)cc3)nn12	16%[57.5 µM]	-4	1%	-2%	8%	0%	4.9	-8%	12%
CN1CCC(N(C)C(=O)c2ccccc2F)CC1	i	-1	-2%	4%	19%	-3%	1.2	-3%	-1%
CC(C)(C)c1ccc(C(=O)N2CCN(Cc3ccccc3)CC2)cc1	-77%[inhibitor]	4	3%	3%	?	-1%	0.1	2%	-5%
Cc1cccc(NS(=O)(=O)c2cccc(C(=O)NCC(c3ccco3)N3CCCCC3)c2)c1 (stereo not drawn)	-24%	-7	0%	?	?	-16%	-1.0	-1%	-12%
O=C(Oc1cccnc1)c1ccco1	-19%[57.5 µM]	4	-6%	-5%	19%	2%	0.1	-9%	-1%
COc1cccc(/C(O)=C/C(=O)C(=O)Nc2ccc(S(=O)(=O)NC(C)=O)cc2)c1	-14%	2	0%	15%	10%	?	-0.1	-4%	5%
COc1cccc(-c2c(-c3cc(OC)cc(OC)c3)n(C)c3ccc(-c4cnc(N5CCOCC5)nc4)cc23)c1	-35%[inhibitor]	3	-4%	7%	14%	11%	-1.5	-4%	5%
Nc1ccc(C=C2C=Cc3ccccc32)cc1	-10%	24	-3%	-3%	?	-24%	-0.7	-3%	18%
C(=N/N1CCN(c2ccccc2)CC1)/c1ccncc1	-31%	0	2%	-1%[0.307 µM]	-1%[0.307 µM]	-7%	0.6	-4%	4%
CC1CCCC(NC(=O)c2cccc(N3CCCC3=O)c2)C1C (stereo not drawn)	0%	10	7%	7%	-3%	-5%	-1.8	-2%	13%
CC(=O)Nc1cc(C(=O)N(C)Cc2ccco2)ccc1Sc1ccc(C)cc1	i	-6	5%	-10%	-24%	-9%	1.1	-14%	-9%
O=C(O)CCNS(=O)(=O)c1ccccc1	-4%	3	-25%	-4%	17%	-2%	-3.4	-5%	-3%
CCOC(=O)N1CCN(C(=O)CCC2CCCC2)CC1	-16%	-3	6%	1%	8%	15%	-0.2	2%	-7%
OC(CNCc1ccc2c(c1)OCO2)COc1ccc(F)cc1 (stereo not drawn)	-22%	-1	3%	0%	?	-2%	1.2	-6%	15%
COC(=O)CC1C(=O)NCCN1C(=O)CSc1nc2ccccc2s1 (stereo not drawn)	-23%	-25	0%	-3%	-5%	-4%	0.4	13µM*	-3%
O=C(NCCCO)C(=O)Nc1cc2c3c(c1)CCC(=O)N3CCC2	i	3	12%	-2%	7%	-6%	0.5	4%	2%
Nc1nc(-c2ccccc2)cn1/N=C/c1ccccc1	i	-8	12%	-12%	3%	-16%	0.3	-14%	12%
O=C(O)c1ccc(N=Nc2c(O)[nH]c3ccc(Br)cc23)cc1	-33%[inhibitor]	-22	10%	17%	20%	8%	1.9	?	7%
Cc1ccc(S(=O)(=O)NNc2ccccc2)cc1	i	.	2%	-1%	0%	0%	-4.3	28µM*	7%
Cc1c(C(=O)NCCc2ccccc2)oc2ccc(S(=O)(=O)N3CCC4(CC3)OCCO4)cc12	i	4	4%	15%	?	-12%	-4.4	?	13%
S=C1NC[C@H](Cc2cccc3ccccc23)N1CC1CCCCC1	-18%	14	-6%	-3%	-22%	-8%	0.2	-6%	0%
Cc1ccc(S(=O)(=O)N(CC(=O)Nc2ccccc2)C(=O)N2CCN(C)CC2)cc1	i	8	-5%	2%	3%	-7%	-0.9	0%	6%
CCc1nnc(NC(=O)CSc2nnc(-c3ccoc3C)n2-c2ccc(C)cc2)s1	-27%	0	2%	1%	-36%	-20%	-1.7	-6%	12%
CC(=O)c1cccc(NC(=O)C2CCN(S(=O)(=O)c3ccc(C)cc3)CC2)c1	-8%	1	1%	21%	1%	-7%	0.6	-8%	3%
C[C@H](CO)N1C[C@H](C)[C@@H](CN(C)S(C)(=O)=O)Oc2ccc(NC(=O)NC3CCCCC3)cc2C1=O	-8%	9	-6%	6%	8%	-6%	-0.4	-9%	11%
O=C(c1cccnc1)n1nc(NCc2ccccc2)nc1NCc1ccccc1	-1%	-7	18%	2%	-24%	-13%	0.0	-4%	4%
COc1cc(C(=O)Nn2c(CC(C)C)nc3ccccc3c2=O)cc(OC)c1OC	-1%	-3	2%	-8%	12%	1%	0.1	-8%	5%
CCCCn1c(N)c(N(CC(C)C)C(=O)c2cc(S(=O)(=O)N3CCOCC3)ccc2Cl)c(=O)[nH]c1=O	-12%	-1	6%	-1%	6%	2%	-0.4	0%	-1%
CC(C)CC(=O)Nc1c(C(=O)N2CCN(Cc3ccccc3)CC2)oc2ccccc12	i	2	8%	-12%	?	-25%	-1.6	-6%	10%
CCOC(=O)N1CCC(NC(=O)C2CCN(C(=O)c3cc4sccc4n3CC)CC2)CC1	-12%	4	18%	-9%	-29%	-16%	-1.0	-13%	12%

Entries of single compounds, quoted from the list. Values in the order: PTHR1 ag	PI5P4Ka inh	GLP1R ag	HEK293 tox	GLP1R inv ag	EPAC1 antagonist	IL-2 act	PLK1 PBD block	EPAC1 agonist
`Cc1onc(C(=O)/C=C/N(C)C)c1C(=O)Nc1nccs1` across the screens: i	-2	0%	1%	11%	5%	-0.2	-6%	6%
`Cc1ccc(S(=O)(=O)NNc2ccccc2)cc1` across the screens: i	.	2%	-1%	0%	0%	-4.3	28µM*	7%
`CC1CCCC(NC(=O)c2cccc(N3CCCC3=O)c2)C1C` (stereo not drawn) across the screens: 0%	10	7%	7%	-3%	-5%	-1.8	-2%	13%
`CC(=O)c1cccc(NC(=O)C2CCN(S(=O)(=O)c3ccc(C)cc3)CC2)c1` across the screens: -8%	1	1%	21%	1%	-7%	0.6	-8%	3%

These rows are one share of the data, so the mix of outcomes need not match the whole.
